Mtb UGM inh: M. tuberculosis UGM enzyme inhibitors, primary screen, biochemical, fluorescence polarization, single point | purified UGM, fluorescence polarization probe displacement | inhibition, % at 10 µM | 0.06% of 320,000 active | UDP-galactopyranose mutase (Mycobacterium tuberculosis (strain ATCC 25618 / H37Rv)), … | AID 504406, 2011; in the data active = inhibition above about 10%, passing the limit was not always enough; inconclusive = no clear call, values can overlap the other calls
Target sequence (P9WIQ1 whole entry, looked up): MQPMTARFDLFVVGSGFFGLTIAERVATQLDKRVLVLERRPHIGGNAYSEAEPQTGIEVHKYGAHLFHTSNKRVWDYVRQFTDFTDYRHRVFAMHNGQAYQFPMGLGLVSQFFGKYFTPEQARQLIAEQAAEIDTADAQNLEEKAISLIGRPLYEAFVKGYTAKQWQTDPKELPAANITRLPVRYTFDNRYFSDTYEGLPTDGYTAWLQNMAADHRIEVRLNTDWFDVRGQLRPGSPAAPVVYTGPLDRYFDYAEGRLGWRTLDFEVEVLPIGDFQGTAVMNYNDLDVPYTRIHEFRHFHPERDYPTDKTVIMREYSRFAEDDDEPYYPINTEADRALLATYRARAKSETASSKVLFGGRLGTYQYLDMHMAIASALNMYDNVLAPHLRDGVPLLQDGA
BoNT-F LC inh: BoNT/F light chain protease inhibitors, primary screen, biochemical, flow cytometry, MLPCN library. Botulinum neurotoxin type F light chain protease (Clostridium botulinum). Multiplex microsphere protease cleavage assay. inhibition, % at 10 µM. 0.22% of 360,000 active. AID 588497, 2011; in the data active = inhibition above about 35%, passing the limit was not always enough; inconclusive = no clear call, values can overlap the other calls; note: plate controls were buffer without enzyme for full effect and enzyme alone for no effect
Mtb BioA inh: M. tuberculosis BioA enzyme inhibitors, primary screen, biochemical, plate reader, single point, HTS; 7,8-diaminopelargonic acid synthase BioA (Mycobacterium tuberculosis); purified M. tuberculosis BioA enzyme; inhibition, % at 9.99 µM; 0.096% of 360,000 active; AID 602481, 2012; in the data active = inhibition above about 40%; inconclusive = no clear call, values can overlap the other calls
GDH-TPI counter: GDH-TPI coupling enzyme inhibitors, primary screen, artefact control for M. tuberculosis FBA inhibitor project, biochemical, absorbance, full deck; GDH-TPI coupled enzyme counterscreen, NADH absorbance; inhibition, % at 4.8 µM; 1.2% of 360,000 active;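 note: 0% = DMSO wells and 100% = wells lacking the enzyme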
FadD28 FP inh: inhibitors of FadD28 bisubstrate probe binding, primary screen, biochemical, fluorescence polarization, single point. inhibition, % at 12.5 µM. 0.22% of 360,000 active. AID 588549, 2011; in the data active = inhibition above about 8.5%, passing the limit was not always enough; inconclusive = no clear call, values can overlap the other calls
Mtb FBA inh: Mtb FBA enzyme inhibitors, primary screen, biochemical, fluorescence, strain H37Rv | purified M. tuberculosis FBA, fluorescence read-out | 2.3% of 360,000 active | inhibition, % at 1 µM | Fructose-bisphosphate aldolase (Mycobacterium tuberculosis (strain ATCC 25618 / H37Rv)), …; in the data active = inhibition above about 27%;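 note: 0% = vehicle and 100% = reference inhibitor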
Target sequence (P9WQA3 whole entry, looked up): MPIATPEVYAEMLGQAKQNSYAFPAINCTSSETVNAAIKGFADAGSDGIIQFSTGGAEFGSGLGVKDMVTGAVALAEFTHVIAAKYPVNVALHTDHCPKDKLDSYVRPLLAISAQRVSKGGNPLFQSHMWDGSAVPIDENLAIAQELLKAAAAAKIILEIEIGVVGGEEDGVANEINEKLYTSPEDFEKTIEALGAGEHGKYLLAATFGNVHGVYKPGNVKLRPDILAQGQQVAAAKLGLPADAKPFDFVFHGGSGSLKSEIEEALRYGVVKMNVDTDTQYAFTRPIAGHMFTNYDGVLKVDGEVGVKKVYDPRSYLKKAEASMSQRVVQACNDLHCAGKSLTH
CCHFV vOTU inh: CCHFV vOTU protease inhibitors, primary screen, biochemical, Pep-AMC substrate, fluorescence | AID 651958, 2012 | 0.55% of 370,000 active | inhibition, % at 11.5 µM; note: 0% = vehicle wells with enzyme and 100% = no enzyme wells
BoNT-A LC inh2: BoNT/A light chain protease inhibitors, primary screen, biochemical, flow cytometry, MLPCN library; Botulinum neurotoxin type A light chain protease (Clostridium botulinum A str. ATCC 3502); multiplex microsphere protease substrate cleavage; AID 588499, 2011; 0.17% of 360,000 active; inhibition, % at 10 µM; in the data active = inhibition above about 30%; inconclusive = no clear call, values can overlap the other calls; note: plate controls were buffer without enzyme for full effect and enzyme alone for no effect
PrPC surface inh: inhibitors of human cell surface prion protein PrPC, primary screen, cell-based, TR-FRET. TR-FRET read-out. Major prion protein (Homo sapiens), P04156. inhibition, % at 13.8 µM. 0.43% of 370,000 active; in the data active = inhibition above about 24%; note: 0% = median of the test wells and 100% = reference compound wells
Starred values were filed as active, the others as inactive; ? = inconclusive; · = not tested or not shown. Cut-off read from the data, not from the text of the source, unless noted: active = inhibition above about 30%; inactive = the rest.

Value order: Mtb UGM inh	BoNT-F LC inh	Mtb BioA inh	GDH-TPI counter	FadD28 FP inh	Mtb FBA inh	CCHFV vOTU inh	BoNT-A LC inh2	PrPC surface inh
Cc1cc(OCC(=O)N2CCN(c3ccccn3)CC2)c(C)cc1Br
  1.1	-1	0.7	4	-1.2	2	13	-3.3	-4
CCOC(=O)C1(C)C=C(Nc2ccc(C)cc2)C(=O)N1c1ccc(C)cc1 (configuration not stated)
  0.4	10	-1.6	-3	0.3	2	3	0.0	5
COc1ccccc1C(C#N)c1cccc(Cl)n1 (configuration not stated)
  -2.4	-20	0.0	6	-0.5	2	7	0.1	4
COc1ccc(-c2nc(SC(CC(=O)NCc3ccccc3)c3ccc(OC)c(OC)c3)n[nH]2)cc1 (configuration not stated)
  0.9	-2	·	-1	-1.7	-2	-1	0.7	6
CC1CCCN(C(=O)Nc2cccc(NC(=O)N3CCCC(C)C3C)c2)C1C (configuration not stated)
  1.7	-6	-0.6	-4	0.5	0	-7	-0.1	3
O=C(/C=C/c1ccco1)OCn1nnc2ccccc2c1=O
  3.6	-3	·	-2	-1.8	-1	-14	-0.4	-3
COc1ccc(COC(=O)c2sc3nc4n(c(=O)c3c2C)CCC4)cc1
  -2.8	0	-1.1	0	-0.5	-3	-8	-1.9	2
COc1cccc(-c2coc3cc4oc(=O)c(CCC(=O)O)c(C)c4cc23)c1
  -1.2	3	2.8	0	-13	3	16	-5.1	-5
COc1ccccc1N1CCN(C(=O)CCc2nnc3ccc(N4CCC(C)CC4)nn23)CC1
  2.3	5	1.7	1	-1.0	-1	0	-0.9	-5
Cc1ccc(NC(=O)CS(=O)Cc2nc(-c3ccc(C)cc3)oc2C)cc1 (configuration not stated)
  0.9	-9	-0.8	-10	-3.5	1	6	-0.9	-9
COC(=O)C(O)(c1ccc(NC(=O)c2cccs2)cc1)C(F)(F)F (configuration not stated)
  0.8	-9	0.8	21	-5.2	2	-16	0.1	5
Cc1ccc(C(=O)Nc2nnc(-c3cccs3)s2)cc1C
  0.7	6	·	12	-0.8	2	2	0.0	-2
COc1ccc(OC)c(NC(=O)C2CCCN2S(=O)(=O)c2cccc3nsnc23)c1 (configuration not stated)
  0.1	-3	-0.3	4	-3.8	-3	18	0.9	-43
COc1ccc(OCc2cc(C(=O)NC(C)Cc3cnccn3)no2)c(Cl)c1 (configuration not stated)
  -1.9	-4	-1.0	4	-0.8	1	-1	-0.5	-2
COc1ccc(CNS(=O)(=O)c2ccc(NC(=O)N3CCCCC3)cc2)cc1
  0.4	-2	-0.1	-6	1.8	3	-7	-0.1	4
Cc1ccccc1C(=O)c1cccn1CC(=O)NCC(C)c1ccccc1 (configuration not stated)
  3.2	-4	1.3	5	-4.4	-3	19	-0.9	5
Cc1cccc(CN2CCN(Cc3cnn(-c4ccccc4F)c3)CC2CCO)n1 (configuration not stated)
  -0.2	-5	·	10	-1.3	0	-9	-0.2	3
NC(=O)C1CC(=O)N(Cc2ccc3c(c2)OCO3)C(=Nc2ccccc2)S1 (configuration not stated)
  -0.5	-2	-1.2	8	-2.7	1	-5	-0.9	-6
COc1ccc(N(CC(=O)N2CCN(c3ccccc3F)CC2)S(=O)(=O)c2ccc(C)cc2)cc1
  -2.1	1	-0.6	-2	-0.8	-1	11	-2.3	-3
CCOC(=O)C1CCCN(C(=O)c2ccncc2)CC1 (configuration not stated)
  ·	-7	-0.7	7	-0.2	1	-1	-0.4	-1
COc1ccc(C=NNc2nc3ccccc3s2)cc1
  ·	-6	-2.3	23	0.6	0	11	-0.5	-3
S=C(Nc1ccc(Br)cc1)NC1CCCCC1
  0.2	-6	·	-1	-1.4	3	-4	-0.9	9
C=CCn1nnnc1-c1cccc(Cl)c1
  2.3	-8	·	1	0.1	2	2	-1.0	2
Cc1ccc(CN2CCS(=O)(=O)CC2)o1
  -0.8	1	·	-2	-0.7	-1	4	1.4	-4
COC(=O)C1=COC(OC2OC(CO)C(O)C(O)C2O)C2C(C)CC(=O)C12 (configuration not stated)
  ·	-4	-0.9	1	-3.6	-1	1	-0.7	-1
COc1ccc(CNC(=O)c2ccc(S(=O)(=O)N3CCCC3)cc2)cc1OC
  0.9	9	0.8	-4	-3.4	-1	8	0.5	2
CCCc1ccc(S(=O)(=O)N(C)S(=O)(=O)c2ccc(F)cc2)cc1
  0.4	0	-1.4	-8	-4.4	1	9	0.7	-6
CC(COc1ccccc1)N1CCC(CO)(CCc2ccccc2)CC1 (configuration not stated)
  -0.6	-1	-4.6	7	-0.1	2	-1	0.4	-7
O=C(COC(=O)[C@@H]1CCCN1S(=O)(=O)c1ccc(Cl)cc1)NCC(F)(F)F
  -1.0	0	·	3	-2.6	2	-8	0.5	-1
COc1ccc2nc(NC(=O)c3ccoc3C)sc2c1
  1.8	1	-1.7	19	0.4	2	2	1.3	5

Sorted by formula weight (highest first): three of the compounds above
Value order: Mtb UGM inh	BoNT-F LC inh	Mtb BioA inh	GDH-TPI counter	FadD28 FP inh	Mtb FBA inh	CCHFV vOTU inh	BoNT-A LC inh2	PrPC surface inh
CCOC(=O)C1(C)C=C(Nc2ccc(C)cc2)C(=O)N1c1ccc(C)cc1 (configuration not stated)
  0.4	10	-1.6	-3	0.3	2	3	0.0	5
Cc1ccc(C(=O)Nc2nnc(-c3cccs3)s2)cc1C
  0.7	6	·	12	-0.8	2	2	0.0	-2
O=C(/C=C/c1ccco1)OCn1nnc2ccccc2c1=O
  3.6	-3	·	-2	-1.8	-1	-14	-0.4	-3

Further compounds.
Value order: Mtb UGM inh	BoNT-F LC inh	Mtb BioA inh	GDH-TPI counter	FadD28 FP inh	Mtb FBA inh	CCHFV vOTU inh	BoNT-A LC inh2	PrPC surface inh
COc1ccc(C(=O)CSc2nc(C)cc(C)n2)cc1[N+](=O)[O-]
  -2.8	-7	4.4	4	-2.9	-3	7	0.0	-9
Cn1c(O)c(/C=N/c2ncccn2)c(=O)n(C)c1=O
  -1.4	4	-3.7	32*	-1.1	4	6	1.6	-1
COc1ccc(-c2noc(=O)[nH]2)cc1
  0.9	1	·	7	-0.3	3	-1	-0.1	0
O=C(NC(=S)N(Cc1ccccc1)c1ccccn1)C1CCCCC1
  0.8	-4	·	1	-5.3	0	-5	0.1	0
O=C(Nc1cccc(-c2csc(Nc3ccc(Cl)cc3)n2)c1)c1cc([N+](=O)[O-])cc(C(F)(F)F)c1
  -3.7	7	-1.9	41*	-5.6	-1	20	-0.2	1
COc1cccc2cc(C(=O)NCCc3ccccc3)oc12
  4.7	5	0.0	0	-0.9	8	2	0.2	3
COC(=O)C1=C(C)Nc2c(c(=O)n(C)c(=O)n2C)C1c1cccnc1 (configuration not stated)
  -4.7	0	1.0	10	-1.9	2	-2	-0.9	-2
COc1cccc(C(=O)Nc2nnc(SCC(=O)Nc3ccc(NC(C)=O)cc3)s2)c1
  2.3	-8	-0.6	10	-4.3	0	-1	1.4	0
Cc1cc(NC(=O)c2cc3ccccc3o2)ccc1NC(=O)c1ccccc1
  -1.0	-12	-0.5	7	-2.9	1	5	-1.9	-9
S=C(NC1CCCCC1)N1CCCCC1
  5.6	-12	·	-1	-1.4	5	-6	-0.2	-3
COc1ccc(NC(=S)N2C3CCC2CC(NC(=O)NC24CC5CC(CC(C5)C2)C4)C3)c(OC)c1 (configuration not stated)
  1.3	2	-1.8	4	0.5	1	-6	0.6	6
Cc1ccccc1N(C(=O)Cc1c[nH]c2ccccc12)C(C(=O)NC1CCCCC1)c1ccco1 (configuration not stated)
  -1.1	2	0.8	1	-2.2	1	-7	0.4	3
CCOc1ccc(Br)cc1S(=O)(=O)Nc1ccc(Cl)c(S(=O)(=O)N(C)C)c1
  -0.9	-3	0.1	-4	-5.2	-1	-2	-0.1	5
O=C(NC1CCCCC1)N1CCC(c2nc(-c3ccc(S(=O)(=O)N4CCCC4)cc3)no2)CC1
  0.4	2	-1.6	9	-0.4	2	·	0.2	·
O=C(CCS(=O)(=O)Cc1ccccc1F)NCCc1ccc(Cl)cc1
  0.0	6	-0.8	-6	-3.1	2	-2	-0.3	-4
Cc1cc(C(=O)CSc2nc(N)cc(N)n2)c(C)n1C1CC1
  2.5	-9	·	2	0.4	3	10	0.0	1
Cc1cccc(-n2cc(C(=O)O)c(=O)cc2C)c1
  1.4	-2	-1.0	-2	-4.4	1	-12	-1.1	3
CC(NC(=O)COc1ccccc1)C(=O)NCc1ccccc1Cl (configuration not stated)
  7.2	·	1.6	-6	-2.8	0	-3	·	-2
CCCCC(C(=O)O)C(C)CC(=O)NNC(=O)c1ccco1 (configuration not stated)
  3.5	-4	·	-1	-0.2	-1	-19	-0.5	-3
O=C(Nc1cccc(C(=O)Nc2ccc(Cl)cn2)c1)c1ccccc1
  4.1	1	-0.7	4	-1.6	0	-5	0.6	5
CN(Cc1ccc(OC(F)F)cc1)C(=O)c1ccccc1Sc1ccccc1C#N
  -0.6	-7	-2.2	-5	-0.3	-3	0	1.6	-11
Cc1ccccc1OCC(=O)N/N=C/c1cccn1C
  -1.1	-60	-0.1	19	-1.6	0	12	-2.3	2
CCN(Cc1ccccc1)S(=O)(=O)c1cc(C(=O)O)ccc1OC
  -1.5	-9	·	2	0.4	0	0	-1.9	8
CC(C)NC(=O)CSc1nnc(-c2ccco2)n1N
  0.2	-17	-0.4	-1	-0.3	0	-15	-1.0	4
CCOc1ccc(-c2cc(C(=O)NN=C3CCN(C)CC3)[nH]n2)cc1
  -2.6	-5	·	-2	-4.4	-4	-3	-0.3	2
CC(=O)c1cccc(NC(=O)c2csc(-n3nc(C)cc3C(F)(F)F)n2)c1
  1.3	-1	-1.3	16	0.0	-1	3	?	13
CCC(Sc1nc(C)cc(=O)[nH]1)C(=O)Nc1nc(-c2ccccc2)cs1 (configuration not stated)
  0.3	-3	2.2	1	-18	0	6	-1.1	4
O=C(NCC(=O)N(CCN1CCOCC1)C(C(=O)NC1CCCC1)c1cccs1)c1ccco1 (configuration not stated)
  -0.6	-4	-0.9	2	-2.6	1	5	-0.3	-4

Screening data: PubChem, several laboratories
